PostGolgi ctrl: growth inhibition of yeast control strain, primary screen, counter-screen for post-Golgi transport modulator project; efflux-deficient yeast background strain, growth absorbance A615, 16 h; 5% of 98,000 active; inhibition, % at 10 µM; in the data active means inhibition above about 30%
HUVEC prolif 384: inhibitors of HUVEC proliferation, primary screen, cell-based, 384-well. AID 648, 2007. 1.1% of 86,000 active. viability, % at 10 µM (by protocol). CellTiter-Glo luminescence, 72 h; active compounds read low;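 active means viability at or below 30%; inactive means viability above 30%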;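 further: 100% = median luminescence of DMSO-only cell control wells on each plate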
sEH inh: soluble epoxide hydrolase inhibitors, primary screen, biochemical, human sEH. Bifunctional epoxide hydrolase 2 (Homo sapiens), P34913. recombinant human sEH enzymatic activity assay. inhibition, % at 2 µM. 0.34% of 91,000 active. AID 707, 2007; in the data active means inhibition above about 80%; further: values of inactives mirror those of a sister screen read the other way; many of its hits are not listed in these tables
Target sequence (P34913 whole entry, looked up): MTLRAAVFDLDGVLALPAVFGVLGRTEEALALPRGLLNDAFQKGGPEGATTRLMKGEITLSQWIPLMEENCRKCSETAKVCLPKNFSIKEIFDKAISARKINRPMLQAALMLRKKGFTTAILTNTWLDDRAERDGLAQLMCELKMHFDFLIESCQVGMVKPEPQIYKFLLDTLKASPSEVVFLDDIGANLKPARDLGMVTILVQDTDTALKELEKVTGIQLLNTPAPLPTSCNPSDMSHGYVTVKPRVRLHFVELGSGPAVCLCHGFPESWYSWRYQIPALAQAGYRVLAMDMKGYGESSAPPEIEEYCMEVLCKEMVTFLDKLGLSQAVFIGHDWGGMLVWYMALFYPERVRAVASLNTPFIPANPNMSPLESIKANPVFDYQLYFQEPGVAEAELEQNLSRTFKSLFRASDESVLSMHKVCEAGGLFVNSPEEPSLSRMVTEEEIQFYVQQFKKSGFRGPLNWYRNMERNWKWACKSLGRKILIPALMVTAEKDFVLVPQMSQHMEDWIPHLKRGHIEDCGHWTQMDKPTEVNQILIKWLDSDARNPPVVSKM
H69AR growth 86K: proliferation blockers of H69AR lung cancer cells, primary screen, cell-based, human, 86K library | 6% of 85,000 active | viability, % at 10 µM | H69AR lung tumor viability, ATP luminescence, 72 h; active compounds read low | AID 598, 2007;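 active means viability at or below 40%; inactive means viability above 40%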;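 further: multidrug resistant small cell line overexpressing MRP-1 efflux transporter; 100% = mean luminescence of untreated control wells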
PTPN22 act: LYP phosphatase activators, primary screen, biochemical, DiFMUP fluorescence, 2 µM | recombinant LYP; 0 = plate median, 100 = signal doubled | 0.11% of 96,000 active | Tyrosine-protein phosphatase non-receptor type 22 (Homo sapiens), Q9Y2R2 | activation, % at 2 µM | AID 697, 2007;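 active means activation at 2 µM above a set limit, the mean plus 5 SD, cut at about 37% in these data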
S1P2 agonist: S1P2 receptor agonists, primary screen, cell-based. Sphingosine 1-phosphate receptor 2 (Homo sapiens), O95136. S1P2-expressing cell line, agonist reporter read-out. activation, % at 4.5 µM. 0.46% of 97,000 active. AID 729, 2007; in the data active means activation above about 16%;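 further: 0% = vehicle low control and 100% = maximal reference agonist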
Target sequence (O95136 whole entry, looked up): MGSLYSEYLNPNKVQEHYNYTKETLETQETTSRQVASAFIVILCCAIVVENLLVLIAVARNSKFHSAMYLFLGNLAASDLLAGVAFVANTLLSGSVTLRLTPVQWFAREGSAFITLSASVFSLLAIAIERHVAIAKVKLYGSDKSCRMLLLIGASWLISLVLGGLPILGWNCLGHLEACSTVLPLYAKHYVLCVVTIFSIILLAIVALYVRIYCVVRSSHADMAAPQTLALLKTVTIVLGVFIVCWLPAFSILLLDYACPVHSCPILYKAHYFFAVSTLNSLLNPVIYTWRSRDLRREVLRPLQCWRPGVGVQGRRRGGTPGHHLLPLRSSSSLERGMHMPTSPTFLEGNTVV
Fibroblast inh: antiproliferative effect on LL 47 fibroblasts – human, LL 47 cells, CellTiter-Glo luminescence, primary screen; LL 47 human lung fibroblast viability, ATP luminescence; active compounds read low; viability, % at 10 µM; 1.1% of 85,000 active; AID 719, 2007;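 active means viability at or below 50% in the single dose screen; inactive means viability above 50%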;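 further: compound exposure lasted 72 h before the ATP readout; 100% = median luminescence of untreated cell-only wells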
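Material: Human LL 47 lung fibroblast cells | Input: 1,150 cells/well | Buffer or medium: IMEM plus 15% FBS | Compound dosing: 0.1% DMSO in all compound wells | Times: Overnight cell rest, 72 h compound treatment at 37 °C | Signal: CellTiter-Glo luminescence measuring cellular ATP | Measure: % viability versus median cells-only luminescence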
sEH activator: soluble epoxide hydrolase activators, primary screen, biochemical, human sEH. 0.04% of 91,000 active. purified human sEH enzymatic activity, activator screen. activation, % at 2 µM. Bifunctional epoxide hydrolase 2 (Homo sapiens), P34913; in the data active means activation above about 37%; further: values of inactives mirror those of a sister screen read the other way
S1P2 blocker: human S1P2 receptor antagonists, primary screen, cell-based; 0.21% of 97,000 active; Sphingosine 1-phosphate receptor 2 (Homo sapiens), O95136; cell-based S1P2 antagonist assay, inhibition at 5 uM; inhibition, % at 5 µM; in the data active means inhibition above about 45%;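 further: CRE beta-lactamase reporter cells expressing human S1P2 stimulated with S1P; 0% = agonist at EC80 alone and 100% = agonist plus reference antagonist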
* marks the source's active call; other numbers are inactive results; . = not tested or not shown. The list is partial; the hit share may differ from the screen's.

SMILES | PostGolgi ctrl | HUVEC prolif 384 | sEH inh | H69AR growth 86K | PTPN22 act | S1P2 agonist | Fibroblast inh | sEH activator | S1P2 blocker
Cc1noc(NS(=O)(=O)c2ccc(NC(=O)CSc3nnc(-c4ccccc4)n3C3CCCCC3)cc2)c1C | -6 | 96 | 13 | 108 | 9 | -3 | 102 | -11 | 22
CC1CN(C(=O)N[C@@H](Cc2ccccc2)C(=O)O)CC(C)O1 (some centres not stated) | -1 | 98 | -3 | 97 | -3 | -3 | 98 | 1 | -3
Cc1ccc(S(=O)(=O)N2CC(=O)Nc3ccccc32)cc1 | 12 | 94 | -6 | 98 | 3 | -2 | 94 | 8 | -2
CCOC(=O)c1cc(C)[nH]c(=S)c1C#N | 8 | 96 | . | 97 | -7 | -3 | 101 | . | -15
CC(=O)c1cccc(NC(=O)c2ccncc2)c1 | 10 | 106 | . | 97 | -6 | -3 | 98 | . | 2
O=C(c1ccc(COc2ccc3c(c2)CCC3)o1)N1CCN(c2ccccc2)CC1 | . | . | -1 | . | -18 | -8 | . | -1 | -26
Clc1ccc(C2CC(c3ccccc3)Nc3ncnn32)cc1 (configuration not stated) | 9 | 86 | . | 28* | . | . | 83 | . | .
CC(=O)Oc1ccc(C(=O)O)cc1OC(C)=O | 7 | 97 | -15 | 96 | -6 | -2 | 94 | 15 | 15
O=C(Nc1ccc(Cl)cc1)Nc1cccnc1 | 7 | 104 | 33 | 98 | 5 | -4 | 107 | -33 | -6
O=C1NC2=C(C(=O)c3ccccc32)C(c2ccccc2)N1 (configuration not stated) | 10 | 101 | . | 87 | -2 | -4 | 106 | . | -15
O=C(CCCNS(=O)(=O)c1cccc2nsnc12)NCc1ccc(Cl)cc1 | 21 | 103 | 22 | 106 | 5 | -4 | 98 | -22 | -14
N#Cc1ccccc1NC(=O)CSc1nccn1CCc1ccccc1 | 4 | 98 | -2 | . | -7 | -4 | 89 | -3 | -5
CC(C)(C)C(=O)CCN1C(=O)C2(OCCO2)c2ccccc21 | -4 | 97 | -16 | 88 | -1 | -3 | 97 | 14 | 12
CCN(CC)C(=O)C1CCN(Cc2cccc(OCc3ccccc3)c2)CC1 | -2 | 81 | 13 | 90 | 1 | -8 | 87 | -12 | 14
NC(=O)C1(N2CCCCC2)CCN(C2CC(=O)N(Cc3cccs3)C2=O)CC1 (configuration not stated) | 12 | 107 | -14 | 99 | -7 | -3 | 106 | 12 | -25
O=C(CN1C(=O)COc2ccccc21)NCc1ccc(C(=O)O)cc1 | 2 | 99 | . | 97 | 17 | -5 | 99 | . | -1
CCSc1nnc(-c2ccncc2)o1 | 26 | 86 | 4 | 82 | 6 | -6 | 98 | 0 | -2
N#C/C(=C\N1CCN(Cc2ccc3c(c2)OCO3)CC1)c1nc2ccccc2s1 | -12 | 85 | -1 | 60 | -4 | -4 | 102 | 5 | 9
O=C(CCn1nc(-c2ccccc2)ccc1=O)N1CCCC1 | -8 | . | -5 | . | 0 | -3 | . | 3 | 8
COC(=O)c1ccc(NC(=O)CNS(=O)(=O)c2cccs2)cc1 | 7 | 94 | 0 | 111 | 11 | -2 | 99 | -2 | 9
C/C(CC(C)(C)C1CCCCC1)=N\NC(N)=S | 100* | 59 | 11 | 24* | 3 | -1 | 75 | -13 | -8
CC(C)N(Cc1nc(-c2ccccc2)no1)C(=O)CN(C)S(=O)(=O)c1ccccc1 | 34* | 97 | 8 | . | -9 | -2 | 103 | -13 | 14
Cn1c(O)c(C(C#N)=C2N=c3ccccc3=N2)c2ccccc21 | 9 | 50 | -9 | 14* | 12 | -3 | 74 | 11 | 12
CC(=O)C1=C(O)C(=O)N(c2ccc(S(N)(=O)=O)cc2)C1c1ccc([N+](=O)[O-])cc1 (configuration not stated) | 4 | 104 | -1 | 109 | -5 | -9 | 101 | 4 | 8
CN(C)S(=O)(=O)c1ccc(N2CCCC2)c(C(=O)NCc2ccccc2)c1 | 4 | 85 | 1 | 84 | 5 | -4 | 98 | 0 | -15
O=C(CCN1CCOCC1)c1ccc2c(c1)OCCO2 | . | 95 | -2 | 3.3* | -7 | -5 | 95 | 8 | 1
CCOc1ccccc1Nc1ccc(C(=O)O)cc1NC(C)=O | 9 | 101 | . | 94 | . | . | 105 | . | .
O=C(c1ccccc1)N1CCCC(c2ccc(Cl)cc2)=N1 | 18 | . | 8 | . | -12 | 3 | . | -9 | -15
c1ccc(-c2csc(-n3cnnn3)n2)cc1 | 3 | 96 | -2 | 101 | 12 | -1 | 99 | 2 | 12
Cc1nnsc1C(=O)Nc1ccccc1Cl | 0 | 92 | -18 | 102 | -3 | -4 | . | 15 | 9
O=C(c1ccc(-c2ccc(Cl)cc2)o1)N1CCN(c2ccc([N+](=O)[O-])cc2Cl)CC1 | 9 | . | -24 | . | -9 | -5 | . | 22 | 35
c1ccc(-n2ncc3c(NCCCN4CCOCC4)ncnc32)cc1 | 3 | 95 | -17 | 84 | 4 | -1 | 106 | 17 | 13
COc1ccc(C2C(C#N)=C(N)OC3=C2C(=O)CC(C)(C)C3)c([N+](=O)[O-])c1OC (configuration not stated) | 6 | . | -10 | . | 2 | -6 | . | 8 | 18
COc1ccc(C(=O)Nc2ccc3oc(Cc4ccc(Cl)cc4)nc3c2)cc1OC | -2 | 79 | . | 70 | -3 | -4 | 94 | . | 12
N#Cc1nc(COc2ccc(-c3ccccc3)cc2)oc1NCCCN1CCOCC1 | 16 | 6.3* | 6 | 49 | -2 | -2 | 103 | -7 | 13
CC(=O)Nc1ccc(S(=O)(=O)n2cnc3cc(C)c(C)cc32)cc1 | 8 | 65 | 22 | 88 | -6 | -4 | 91 | -21 | 22
O=C(NCc1ccc2c(c1)OCO2)c1c(O)c2cccc3c2n(c1=O)CCC3 | 8 | 100 | . | 95 | -10 | -1 | 104 | . | 2
CCc1c(C)nc2cc(-c3ccc(OC)c(OC)c3)nn2c1N1CCCC1 | 32* | 64 | . | 38* | -15 | 14 | 90 | . | -14
O=C(Nc1ccc(N2CCOCC2)c(Cl)c1)c1ccco1 | -3 | 104 | 0 | 92 | 1 | -1 | 110 | 0 | 11
CC(=O)N1CC2(C)CN(C(C)=O)CC(C)(C1)C2 | 8 | 101 | -10 | 100 | -2 | -1 | 101 | 13 | -10
CC(=O)Nc1ccc(S(=O)(=O)N2CCN(c3cc(C)ccc3C)CC2)cc1 | 58* | 94 | . | 103 | . | . | 104 | . | .
O=C(O)c1ccc(NC(CSCc2ccc(F)cc2)C(=O)O)c([N+](=O)[O-])c1 (configuration not stated) | -4 | 99 | -8 | 102 | -2 | -4 | 109 | 5 | -4
CCOC(=O)CNC(=O)c1sc2nc(C)cc(C)c2c1N | 2 | 106 | 4 | 84 | 6 | -3 | 101 | -2 | -4
N#CCc1c(C#N)c(N)nc(N2CCN(S(=O)(=O)c3ccccc3)CC2)c1C#N | 9 | 91 | 0 | 88 | 2 | -2 | 90 | -2 | -12
C/C(O)=C(\C#N)c1nc2ccccc2[nH]1 | 12 | . | -31 | . | -8 | -1 | . | 29 | 8
O=C(CSc1nnc2c3ccccc3c3ccccc3c2n1)Nc1ccccc1F | 15 | . | 1 | . | -8 | -2 | . | 0 | 6
CCCCNc1cc(C)nc(N2CCOCC2)n1 | 1 | 93 | 11 | 91 | 1 | -4 | 102 | -16 | 1
C[C@H](NC(=O)NCc1cccs1)C(=O)O | 4 | 95 | 12 | 98 | -2 | -5 | 106 | -12 | 20
CCOC(=O)c1cnn(-c2ccccc2)c1NC(=O)c1cccs1 | 4 | 95 | -11 | 90 | 4 | -6 | 100 | 9 | -7
COC(=O)c1c(N2C(=O)CCC2=O)sc2c1CCCC2 | -5 | 101 | 9 | 64 | 21 | -7 | 100 | -10 | -5
CN1CCC2(CC1)C1CN(C)CC=C1C(C#N)=C(N)C2(C#N)C#N (configuration not stated) | 4 | 87 | . | 91 | -9 | 0 | 89 | . | 2
CC(NC(=O)c1ccco1)c1ccc2c(c1)OCCO2 (configuration not stated) | 12 | 105 | -1 | 106 | -4 | -5 | 100 | 4 | -5
COc1ccc(NC(=O)Nc2ccc(F)cc2F)c(C)c1 | 8 | 93 | 13 | 92 | -6 | -2 | 102 | -13 | -20
CCc1cc(C(=O)OC)c(NC(=O)CCC(=O)O)s1 | -4 | 97 | -9 | 109 | -4 | -4 | 110 | 9 | 19
O=c1[nH]cnc2scc(-c3ccc(F)cc3)c12 | 8 | 94 | 6 | 93 | -6 | -4 | 106 | -6 | -13
CC(=O)c1cc(OC(=O)c2ccncc2)ccc1OC(=O)c1ccncc1 | 5 | 85 | -5 | 84 | 20 | -6 | 104 | 4 | -9
O=C(NCCCNC(=O)C(F)(F)C(F)F)C(F)(F)C(F)F | -3 | 106 | -7 | 91 | 3 | -2 | . | 6 | 0
COCCN1Cc2cccc(C(=O)Nc3cc(C)cc(C)c3)c2C1=O | 19 | 92 | 12 | 87 | -6 | -2 | 96 | -11 | 12
Cc1cccc(N(NC(=O)C(C)(C)O)C(=O)c2ccccc2)c1 | 2 | 86 | 12 | 103 | -10 | -1 | 101 | -13 | 13
O=C(CCN1C(=O)c2ccccc2C1=O)Nc1cc(F)ccc1F | 2 | 92 | 11 | 99 | -4 | -1 | 106 | -9 | -22
Carrying on.
SMILES | PostGolgi ctrl | HUVEC prolif 384 | sEH inh | H69AR growth 86K | PTPN22 act | S1P2 agonist | Fibroblast inh | sEH activator | S1P2 blocker
O=C1Nc2ccccc2C12Nc1ccccc1S2 (configuration not stated) | -1 | 88 | 0 | 86 | 4 | -1 | 92 | 4 | -1
Cc1c(NC(=O)c2noc3c2CCc2ccccc2-3)c(=O)n(-c2ccccc2)n1C | . | 101 | 9 | 105 | -2 | -8 | 98 | -10 | 0
O=C(CSc1nnc(-c2ccco2)n1CC1CCCO1)N1CCCCC1 (configuration not stated) | 10 | 95 | 3 | 92 | 3 | -4 | 92 | -8 | 3
CCCCOC(=O)c1cccc(NC(=O)CC)c1 | 15 | 87 | -2 | 98 | 1 | -3 | 105 | 2 | -7
COc1cc(NC(=O)CN2C(=O)NC(C)(CC(C)C)C2=O)cc(OC)c1 (configuration not stated) | -6 | . | -21 | . | -4 | -1 | . | 18 | -13
COc1cccc(-c2cc(C(F)(F)F)nc(N3CCN(c4ccccc4)CC3)n2)c1 | 1 | . | 3 | . | 0 | -6 | . | -3 | -10
CC(=O)/C(=N/Nc1cccc(Cl)c1)N1CCOCC1 | 6 | . | 1 | . | 32 | -5 | . | 1 | -4
COC(=O)c1ccc(Cn2nnc3ccccc3c2=O)o1 | -2 | . | -8 | . | -2 | -4 | . | 8 | -1
CSc1nc(C)c2c(n1)N(c1ccc(C(F)(F)F)cc1)CC2 | 5 | . | -3 | . | 4 | -4 | . | 2 | 7

Ordered by formula weight (falling): some entries from above.
SMILES | PostGolgi ctrl | HUVEC prolif 384 | sEH inh | H69AR growth 86K | PTPN22 act | S1P2 agonist | Fibroblast inh | sEH activator | S1P2 blocker
CCOc1ccccc1Nc1ccc(C(=O)O)cc1NC(C)=O | 9 | 101 | . | 94 | . | . | 105 | . | .
COc1ccc(NC(=O)Nc2ccc(F)cc2F)c(C)c1 | 8 | 93 | 13 | 92 | -6 | -2 | 102 | -13 | -20
CC(=O)Oc1ccc(C(=O)O)cc1OC(C)=O | 7 | 97 | -15 | 96 | -6 | -2 | 94 | 15 | 15
C[C@H](NC(=O)NCc1cccs1)C(=O)O | 4 | 95 | 12 | 98 | -2 | -5 | 106 | -12 | 20
